# Epigenetic mod = qHTS Assay for Epigenetic Modulators; hit rate 0.09% among 68,000; mouse C127i GFP locus derepression, cytometry, 30 h; Potency, µM (series often up to 46.1 µM), for the others: at the top dose GFP derepression (activation); further: % of control where 0% means no effect
#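 Read-out is the number of GFP-positive cells, scored as fluorescent objects 20 to 120 um wide, reflecting derepression of a silenced CMV-GFP reporter in murine C127i cells after 30 h compound exposure at 37 C.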
# TexasRed autofl = qHTS Assay for Spectroscopic Profiling in Texas Red Spectral Region | max dye-equivalent concentration, M | hit rate 0.06% among 59,000 | Compound fluorescence, Texas Red channel, 547/618 nm; active compounds read high | AID 587, 2007; in the data active means max dye-equivalent concentration above about 10 nM; inconclusive means between about 1.1 nM and that limit
#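 Spectral interference profiling: each compound concentration's relative fluorescence, read with a 547 nm excitation and 618 nm emission filter pair, was normalized to a per-plate Texas Red standard curve.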
# Fluorescein autfl = qHTS Assay for Spectroscopic Profiling in Fluorescein Spectral Region | Compound autofluorescence, 480/540 nm, fluorescein-equivalent; active compounds read high | max fluorescein-equivalent concentration, M | hit rate 0.91% among 59,000 | AID 593, 2007; in the data active means max fluorescein-equivalent concentration above about 10 nM; inconclusive means between about 1.1 nM and that limit
#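 Library compounds, added at multiple concentrations to pH 8.0 Tris buffer (100 mM), incubate 15 min at room temperature before CCD imaging at 480 nm excitation and 540 nm emission.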
# HADH2 inhib = qHTS Assay for Inhibitors of HADH2 (Hydroxyacyl-Coenzyme A Dehydrogenase, Type II) | 3-hydroxyacyl-CoA dehydrogenase type-2 (Homo sapiens), Q99714 | recombinant HADH2, NADH fluorescence, beta-hydroxybutyryl-CoA | Potency, µM (series often up to 57.1 µM), for inactives: at the top dose activity change, negative = inhibition, usual class: inhibitors | hit rate 3.4% among 73,000; further: potency means the concentration at half of the fitted maximal effect; on the % scale 0 is the no-effect control and ±100 the full control effect; nearly all actives have a fitted effect of over 60% in size; many of its hits are not listed in these tables
# Target sequence (Q99714 whole entry, looked up, one chain of several): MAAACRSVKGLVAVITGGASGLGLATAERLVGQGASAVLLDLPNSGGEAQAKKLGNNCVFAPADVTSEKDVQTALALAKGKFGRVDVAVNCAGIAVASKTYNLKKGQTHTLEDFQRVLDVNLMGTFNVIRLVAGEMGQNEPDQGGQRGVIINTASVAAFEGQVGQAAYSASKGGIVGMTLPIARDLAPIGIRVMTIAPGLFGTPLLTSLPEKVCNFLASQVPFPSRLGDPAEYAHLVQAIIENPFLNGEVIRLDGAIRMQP
#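 Read-out: 360 nm excitation, 450 nm emission, kinetic over 4 min. Conditions: His-tagged human HADH2 20 nM, pH 9.0 Tris with Tween-20, 1 mM NAD+, 90 uM beta-hydroxybutyryl-CoA.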
# 4MU fluor = qHTS Assay for Spectroscopic Profiling in 4-MU Spectral Region; compound autofluorescence, 340/450 nm, 4-MU equivalents; active compounds read high; max dye-equivalent concentration, M; hit rate 11% among 59,000; in the data active means max dye-equivalent concentration above about 10 nM; inconclusive means mostly about 1.1 nM to 9.6 nM
#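 Intrinsic fluorescence at 340/450 nm (ex/em) was read after 15 min at room temperature in pH 8.0, 100 mM Tris. Each compound concentration expressed as 4-MU-equivalent concentration from a six-point 4-MU standard series on each plate.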
# Rhodamine autofl = qHTS Assay for Spectroscopic Profiling in Rhodamine Spectral Region. Rhodamine-region fluorescence, 547/598 nm, Tris buffer; active compounds read high. max dye-equivalent concentration, M. hit rate 0.05% among 59,000. AID 594, 2007; in the data active means max dye-equivalent concentration above about 11 nM; inconclusive means between about 1.1 nM and that limit
#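 qHTS spectral profiling of compounds without any target or enzyme present, in pH 8.0 Tris buffer; plates were read after a 15-minute room-temperature incubation using the rhodamine-region filter set.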
# Ub-GFP proteasome = Ubiquitin-GFP Assay | Ubiquitin-GFP reporter cells, proteasome inhibition, GFP fluorescence; response scale: untreated = 0%, 10 µM MG-132 = 100% | Potency, µM (series often up to 45.9 µM), without a hit: at the highest dose activation (GFP accumulation), hits mostly activators | 67,000 tested, under 10 active; active means well fitted activation curve with a large enough effect, not every such curve was filed as active; inconclusive means small, poorly fitted or top-dose-only effect, or another doubt; inactive means no such curve, though single readings can be large or run the other way; further: potency means the concentration at half of the fitted maximal effect
#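 U2OS Ub(G76V)-GFP reporter; O/N plating, 0.5% FBS; cpd 46 uM–2.9 nM, 4 h, 37 °C; GFP+ cell count, 488/515 nm; norm. to basal vs 10 uM MG-132; CRC fit.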
# HBB splice mod = qHTS Assay for Modulators of Hemoglobin Beta Chain Splicing; HBB splicing reporter cell assay, activation; EGFP reporter with mutant IVS2-654 intron; response scale: normalised to 500 nM splice-correcting PNA; Potency, µM (top dose mostly 46.1 µM), inactives show top-dose activation, most hits filed as activators; hit rate 0.06% among 65,000; further: potency means the concentration at half of the fitted maximal effect; 0% is about no effect
#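 HeLa cells stably expressing EGFP interrupted by mutant beta-globin intron 2 (IVS2-654), 500/well in 2% FCS. Treated with compound for 2 days at 37C. Splicing correction scored as total well GFP intensity (488 nm excitation, 500-520 nm emission); 500 nM antisense PNA served as control.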
# Hsp90 Hop PPI = qHTS Assay for Disrupters of an Hsp90 Co-Chaperone Interaction; Hsp90 C-terminal peptide / TPR2A (Hop) interaction, human; AlphaScreen TPR2A-His6 binding biotin-Hsp90 C-terminal peptide; Potency, µM (top dose mostly 57 µM), for the others: at the highest dose activity change, negative = inhibition; hit rate 0.44% among 71,000; AID 595, 2007; active means well fitted curve in either direction with a large enough effect; inconclusive means small, poorly fitted or top-dose-only effect, or another doubt; further: potency means the concentration at half of the fitted maximal effect; on the % scale 0 is the no-effect control and ±100 the full control effect; many of its hits are not listed in these tables
# Pol III holo inh = qHTS Assay for Inhibitors of DNA Polymerase III Holoenzyme System | Potency, µM (doses to about 57.1 µM), without a hit: top-dose activity change, negative = inhibition | reconstituted DNA polymerase III holoenzyme replication, biochemical | AID 603, 2007 | hit rate 0.25% among 71,000; further: potency means the concentration at half of the fitted maximal effect; on the % scale 0 is the no-effect control and ±100 the full control effect
#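 Reconstituted *E. coli* holoenzyme (0.35 nM Pol III, 1 nM beta, 154 nM SSB, 2 nM primase) was preincubated with compound for 15 min at RT. Synthesis on 1.4 nM ssM13Gori ran 35 min, then was stopped with PicoGreen/EDTA and read as dsDNA fluorescence.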
# 15-hLO inh = qHTS Assay for Inhibitors of 15-hLO (15-human lipoxygenase); purified 15hLO-1, xylenol orange hydroperoxide absorbance; Potency, µM (highest dose often 57.1 µM), for inactives: top-dose activity change, negative = inhibition, hits mostly inhibitors; hit rate 1.4% among 74,000; further: potency means the concentration at half of the fitted maximal effect; on the % scale 0 is the no-effect control and ±100 the full control effect; nearly all actives have a fitted effect of over 55% in size
# Target sequence (P16050 whole entry, looked up): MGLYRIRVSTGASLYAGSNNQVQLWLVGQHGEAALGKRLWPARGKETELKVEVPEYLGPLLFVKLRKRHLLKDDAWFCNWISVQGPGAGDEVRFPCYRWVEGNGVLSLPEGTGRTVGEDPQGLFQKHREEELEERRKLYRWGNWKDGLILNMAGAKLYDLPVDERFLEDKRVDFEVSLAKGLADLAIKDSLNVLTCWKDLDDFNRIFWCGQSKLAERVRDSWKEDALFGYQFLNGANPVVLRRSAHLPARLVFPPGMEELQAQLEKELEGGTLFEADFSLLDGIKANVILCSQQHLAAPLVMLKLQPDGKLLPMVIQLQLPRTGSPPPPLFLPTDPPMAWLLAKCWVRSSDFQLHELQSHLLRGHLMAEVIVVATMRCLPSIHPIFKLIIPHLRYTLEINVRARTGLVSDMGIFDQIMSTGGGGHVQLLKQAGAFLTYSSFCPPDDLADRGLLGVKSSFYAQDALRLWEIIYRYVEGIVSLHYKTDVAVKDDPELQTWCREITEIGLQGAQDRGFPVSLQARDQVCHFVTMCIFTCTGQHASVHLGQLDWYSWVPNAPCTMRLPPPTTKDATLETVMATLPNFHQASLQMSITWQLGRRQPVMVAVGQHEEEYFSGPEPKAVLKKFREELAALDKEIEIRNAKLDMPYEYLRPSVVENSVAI
#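 Purified human 15hLO-1 (40 nM) in 25 mM Hepes pH 7.5, 0.01% Triton X-100, preincubated 15 min RT with compound, then 50 uM arachidonic acid for 6 min. Hydroperoxide read by ferrous/xylenol orange, 30 min; 573/405 nm absorbance ratio gave progress.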
# * = called active by the depositor; i = inactive; ? = inconclusive; / = no result given; & = joins results of further samples; [ ] = another dose, or the depositor's remark. Unless noted, the call rests on the fitted dose curve; in most records, active means well fitted curve in the direction sought with a large enough effect; inconclusive means small, poorly fitted or top-dose-only effect, or another doubt; inactive means no such curve, though single readings can be large; an effect the other way counts as inactive or inconclusive. This is a subset, so the mix of outcomes need not match the whole.
SMILES,Epigenetic mod,TexasRed autofl,Fluorescein autfl,HADH2 inhib,4MU fluor,Rhodamine autofl,Ub-GFP proteasome,HBB splice mod,Hsp90 Hop PPI,Pol III holo inh,15-hLO inh
COc1ccc(NC(=O)N(CCCN(C)C)Cc2cc3cc(OC)ccc3[nH]c2=O)cc1,5%,?,i,-19%,7e-08M*,i,-5%,0.4%,-1%,-3%,-4%
COc1cccc(NC(=O)N(Cc2cc3cc(C)cc(C)c3[nH]c2=O)CC2COCCO2)c1 (stereo unspecified),0%,i,i,-5%,i,i,5%,-0.4%,-9%,-7%,-25%
CCCCO,/,/,/,-1%&-6%,/,/,/,0.9%&0.2%,-4%&-3%,-2%&-2%,2%&2%
O=C(CCCc1cccs1)N1CCN(S(=O)(=O)c2ccccc2Br)CC1,-2%,i,?,2%,i,i,0%,-2.5%,2%,0%,-2%
Cc1[nH]c2ccc(-c3nnc(SCC(=O)NCc4ccco4)n3Cc3ccccc3)cc2c1C,0%,i,i,-6%,?,i,0%,-1.6%,-17%,18%,-22%
O=C(CN(Cc1ccco1)C(=O)c1cc(=O)[nH]c2ccccc12)Nc1ccccc1Br,14%,i,i,0%,?,i,0%,0.1%[57.5 µM],-4%,3%,0%
Cn1cccc1C(=O)N1CCC2(CCCN(c3ccncc3)C2)CC1,0%[9.22 µM],i,i,0%,?,i,-8%,4.8%,-5%,-12%,-4%
C=CCn1c2ccccc2c2nnc(SCCCn3c(=O)[nH]c4ccccc43)nc21,3%,/,/,?,/,/,0%,-5.9%,-21%,-15%,16µM*
CCn1c(SCc2nc(-c3ccccc3)no2)nc2ccccc21,-4%,/,/,-4%,/,/,10%,-1.5%,?,-6%,-12%
COc1cc(C(=O)Nc2cc(Cl)ccc2C)c(-n2cnnn2)cc1OC,3%,?,i,5%,i,i,-2%,/,1%,-1%,1%
Cc1cc(SCc2ccccc2)nc(=O)[nH]1,1%,i,i,-3%,i,i,15%,-1.3%,?,2%,-2%
CCOc1ccc(C(=O)N2CCN(c3cccc(C)c3C)CC2)cc1,-2%,/,/,-4%[11.4 µM],/,/,9%[9.17 µM],4.4%[0.0738 µM],1%[11 µM],0%[11.4 µM],-14%[11.4 µM]
CC(CN1CCCCC1)OC(=O)Cc1ccc(Cl)cc1 (stereo unspecified),-1%,i,?,11%,i,i,0%,0.1%[57.5 µM],-2%,-2%,6%
Clc1ccc(OCc2nn3c(-c4ccco4)nnc3s2)cc1,7%,i,?,4%,i,i,0%,-2.0%[0.369 µM],0%,-6%,-8%
O=C(COC(=O)COc1ccccc1)Nc1ccccc1OC(F)F,2%,i,i,9%,i,i,0%,0.1%[57.5 µM],1%,-7%,-2%
CCOC(=O)N1CCC(N(CCOC)C(=O)Nc2ccc(Cl)c(Cl)c2)CC1,0%,?,i,1%,i,i,5%,0.3%[57.5 µM],2%,3%,-5%
CC1CCCCC1NC(=O)C1CCN(S(=O)(=O)N2CCC3(CC2)OCCO3)CC1 (stereo unspecified),3%,i,i,8%,?,i,-3%,1.2%,-2%,-2%,-2%
CCOC(=O)N1CCC(n2c(SCC(=O)NCCC3=CCCCC3)nc3ccccc3c2=O)CC1,3%,i,i,-15%,i,i,0%,1.9%,-1%,4%,16µM*
CCCNc1ncccc1C(N)=O,2%,?,i,15%,2.2e-07M*,i,-4%,/,-1%,-7%,5%
Cc1csc(NC(=O)CSc2nnc(C)n2Cc2ccco2)n1,-2%,i,?,9%,i,i,5%,1.2%,-5%,-9%,1%
c1ccc(CN2CC[C@@H](CNc3ncnc4ccccc34)C2)cc1,-8%[9.22 µM],i,i,13%[11.4 µM],i,i,-2%[9.17 µM],1.9%[9.22 µM],9%[11 µM],-7%[11.4 µM],1%[11.4 µM]
O=C(c1ccncc1)N1CCC[C@@]2(CCN(c3ccccc3)C2)C1,-2%[9.22 µM],i,i,14%,i,i,6%,0.4%,-1%,-4%,-5%
CCOC(=O)Oc1ccc2oc(=O)cc(C)c2c1,-2%,/,/,5%,/,/,-16%,-6.7%,-2%,-6%,1%
COc1ccc2c(c1OC)C(=O)OC2Nn1cncn1 (stereo unspecified),-3%,i,?,-8%,i,i,9%,6.9%,1%,-7%,-4%
O=C(Cc1ccc(-n2cccc2)cc1)N1CCc2ccccc21,3%,i,i,0%,i,i,2%,0.2%,-4%,-2%,-12%

# (continued)
SMILES,Epigenetic mod,TexasRed autofl,Fluorescein autfl,HADH2 inhib,4MU fluor,Rhodamine autofl,Ub-GFP proteasome,HBB splice mod,Hsp90 Hop PPI,Pol III holo inh,15-hLO inh
Cc1ccc(CN2C(=O)/C(=C3\SC(N4CCOCC4)=NC3=O)c3cc(Br)ccc32)cc1,-10%,/,/,-4%,/,/,2%,-6.1%,-8%,1%,2%
O=C(CCCc1ccccc1)NCc1cn2ccsc2n1,/,/,/,-6%,/,/,-4%,1.0%,-3%,-4%,7%
O=C(Nc1ccc(Cc2ccncc2)cc1)c1ccc(S(=O)(=O)N2CCOCC2)cc1,0%,i,i,-3%,i,i,-7%,-1.5%,-5%,-8%,8%
CC(CCc1ccccc1)NC(=O)c1cccnc1 (stereo unspecified),12%,i,i,6%,i,i,4%,-1.1%,-3%,-4%,2%
COc1ccccc1OCCn1cc(C(=O)c2ccco2)c2ccccc21,3%,i,i,?,1.8e-08M*,i,0%,/,-1%,-4%,-24%
COCCNC(=O)[C@@]1(Cc2ccccc2)C=C[C@@H](C)N1C(C)=O,/,/,/,11%,/,/,/,0.5%,-1%,-7%,9%
O=C(c1ccc2c(c1)OCCO2)C1CCN(S(=O)(=O)c2ccc(F)cc2)CC1,-3%,i,i,5%,i,i,3%,/,2%,1%,-1%
COc1cc(CC(=O)OCC(=O)Nc2ncc(Cl)cc2Cl)cc(OC)c1OC,-2%,?,i,8%,i,i,3%,-0.9%,-1%,-6%,0%
Cc1cccc(C)c1OCC(=O)NCc1nnc(SCC(=O)NC2CCCCC2)n1C,0%,i,i,3%,i,i,-4%,0.5%,-5%,3%,1%
CCOc1ccc(C(C)=O)cc1COC(=O)C1=COCCO1,0%,i,?,2%,i,i,0%,-2.1%,-3%,-3%,3%
COc1ccc(-c2cc(C(=O)NCCN3CCOCC3)c3ccccc3n2)c(OC)c1,0%,/,/,-9%,/,/,9%,0.4%,-6%,1%,-18%
CC1=C(C(=O)NC2CCCC(C)C2C)C2(CCCCC2)OC1=O (stereo unspecified),-7%,/,/,7%,/,/,-1%,-0.7%,-1%,2%,1%
CC(C)(O)c1cc(=O)sc2nc3ccccc3n12,-1%,i,?,3%,i,i,8%,/,-5%,-5%,8%
COc1cccc(-c2cc3nc4c(c(N5CCC6(CC5)OCCO6)n3n2)CCCC4)c1,-1%,?,?,?,1e-07M*,i,6%,-1.3%,?,-5%,-14%
Cc1c(Br)c(=O)[nH]c(=O)n1COCc1ccccc1,-2%,i,i,13%,i,i,-1%,-0.5%,4%,3%,8%
CC(C)Cc1cc(C(=O)Nc2sc3c(c2C#N)CCCC3)no1,/,/,/,-28%,/,/,-4%,-0.9%,-3%[2.3 µM],0%,-11%
Cc1cc(C)n(-c2ccc(C(=O)Nc3ccccc3N3CCOCC3)cc2)n1,0%,?,?,8%,i,i,-2%,0.0%,-10%,4%,-1%
CCC(=O)N1CCNC(=O)C1CC(=O)Nc1ccc(C)c(Cl)c1 (stereo unspecified),0%,i,i,4%,i,i,-2%,0.4%,-2%,-10%,-4%
CCOc1ccc(N(CC(=O)Nc2nccs2)S(=O)(=O)c2c(C)noc2C)cc1,-3%,/,/,1%,/,/,6%,0.1%,-2%,-1%,-8%
Cc1ccc2cc(CN(C(=O)C3CCCO3)C3CCCCC3)c(=O)[nH]c2c1 (stereo unspecified),-3%,?,i,-15%,i,i,5%,-5.7%[0.369 µM],-4%,-2%,2%
CCNC(=O)CC1SC(=Nc2cccc(Cl)c2C)N(C)C1=O (stereo unspecified),-1%,?,i,15%,i,i,-1%,-0.3%[57.5 µM],-1%,2%,10%
O=C(NCc1cccnc1)C1CCN(C(=O)c2ccc(Cl)cc2Cl)CC1,-3%,i,i,4%,i,i,-5%,-1.2%,-1%,2%,4%
